Pin1 inhibitor: inhibitors of human Pin1; hit rate 0.009% among 390,000; Potency, µM (titrated, usually from 115 µM), for the others: at the highest dose activity, negative = inhibition, most hits filed as inhibitors; Pin1 FP peptide displacement, HiFluor488, 10 min; Q13526; active = well fitted inhibition curve with a large enough effect in the polarisation, with a control signal flat, not every such curve was filed as active; inconclusive = small, poorly fitted or top-dose-only effect, or effect the other way, or a change in a side signal; inactive = no such curve, though single readings can be large or run the other way; the % refers to the polarisation; also: % is scaled to controls: 0 for no effect and ±100 for the full control effect
Target sequence (Q13526 whole entry, looked up): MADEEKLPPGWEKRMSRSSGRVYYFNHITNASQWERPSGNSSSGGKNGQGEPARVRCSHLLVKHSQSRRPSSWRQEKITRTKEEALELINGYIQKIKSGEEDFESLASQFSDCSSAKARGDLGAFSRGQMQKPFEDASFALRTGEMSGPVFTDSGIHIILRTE
PGK inhibitor: T. brucei PGK inhibition | P07378 | PGK/GAPDH coupled, Kinase-Glo luminescence, 60 min | Potency, µM (highest dose often 57.5 µM), for the others: at the highest dose activity change, negative = inhibition, hits mostly inhibitors | hit rate 0.043% among 380,000 | AID 602233; also: % is scaled to controls: 0 for no effect and ±100 for the full control effect; nearly all actives have a fitted effect of over 60% in size
Target sequence (P07378 whole entry, looked up): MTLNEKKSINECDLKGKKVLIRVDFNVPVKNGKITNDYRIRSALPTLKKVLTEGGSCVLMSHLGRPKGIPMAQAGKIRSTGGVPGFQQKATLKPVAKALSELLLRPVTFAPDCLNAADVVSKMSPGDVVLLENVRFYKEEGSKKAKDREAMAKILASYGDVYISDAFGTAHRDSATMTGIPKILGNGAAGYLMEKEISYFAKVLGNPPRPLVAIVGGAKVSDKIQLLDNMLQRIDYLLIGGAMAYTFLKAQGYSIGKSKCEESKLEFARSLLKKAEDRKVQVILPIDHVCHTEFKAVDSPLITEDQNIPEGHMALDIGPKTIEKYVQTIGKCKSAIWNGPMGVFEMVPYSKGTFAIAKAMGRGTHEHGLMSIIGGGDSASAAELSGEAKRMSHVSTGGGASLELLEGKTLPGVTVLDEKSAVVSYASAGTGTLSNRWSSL
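Luminescent ATP detection (Kinase-Glo Plus) follows a 60-minute room-temperature incubation, with wells lacking PGK as controls. Buffer: 100 mM TEA (pH 7.6), 5 mM MgCl2, 0.01% Tween-20. Coupling enzyme GAPDH (100 nM final) supplies unstable 1,3-BPG in-well.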
JMJD2A Tudor: inhibitors of human JMJD2A Tudor domain | AlphaScreen JMJD2A-Tudor / H3K4me3 peptide binding | O75164 | AID 504339 | Potency, µM (titrated, usually from 114 µM), inactives show top-dose activity change, negative = inhibition, actives largely listed as inhibitors | hit rate 4.4% among 390,000; also: % is scaled to controls: 0 for no effect and ±100 for the full control effect; nearly all actives have a fitted effect of over 50% in size
12-LOX inh: ALOX12 (human) lipoxygenase inhibition | P18054 | Potency, µM (top dose mostly 108 µM), for inactives: at the top dose activity change, negative = inhibition, actives largely listed as inhibitors | purified 12hLO, xylenol orange hydroperoxide absorbance | hit rate 1.1% among 580,000; also: % is scaled to controls: 0 for no effect and ±100 for the full control effect
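Hydroperoxide product was detected by ferrous iron/xylenol orange as the 573 to 405 nm absorbance ratio. Arachidonic acid at 40 uM (final) was turned over for 30 min at room temperature by 150 nM human 12hLO, pH 7.0 Hepes buffer, after 15 min compound preincubation.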
TrxR1 inh: blocks rat thioredoxin reductase 1; O89049; recombinant rTrxR1, NADPH fluorescence consumption, selenite substrate; AID 588453; Potency, µM (series often up to 114 µM), for inactives: at the highest dose activity change, negative = inhibition, actives largely listed as inhibitors; hit rate 1% among 390,000; also: % is scaled to controls: 0 for no effect and ±100 for the full control effect; nearly all actives have a fitted effect of over 65% in size
Target sequence (O89049 whole entry, looked up): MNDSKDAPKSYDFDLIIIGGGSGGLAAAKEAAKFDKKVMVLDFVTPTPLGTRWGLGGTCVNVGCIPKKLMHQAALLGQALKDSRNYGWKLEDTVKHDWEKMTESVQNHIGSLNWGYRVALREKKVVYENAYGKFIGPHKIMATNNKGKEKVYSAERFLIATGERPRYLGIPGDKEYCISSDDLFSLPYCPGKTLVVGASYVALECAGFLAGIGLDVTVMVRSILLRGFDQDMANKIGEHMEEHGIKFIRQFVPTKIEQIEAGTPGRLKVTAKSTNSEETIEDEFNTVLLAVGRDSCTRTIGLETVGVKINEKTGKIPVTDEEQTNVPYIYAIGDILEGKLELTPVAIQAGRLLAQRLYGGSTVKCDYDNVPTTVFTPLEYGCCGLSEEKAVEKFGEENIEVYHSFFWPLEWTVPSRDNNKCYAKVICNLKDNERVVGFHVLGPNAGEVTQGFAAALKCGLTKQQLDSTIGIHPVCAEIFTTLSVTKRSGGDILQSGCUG
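Rat TrxR1 (90 nM in the dispensed reagent) was pre-reduced with 400 uM NADPH for 5 min at room temperature, then incubated with compound for 15 min. After 400 uM selenite was added, NADPH fluorescence (Ex 340/Em 450 nm) was followed for 8 min.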
HP1b chromo inh: blocks HP1-beta chromodomain binding to methylated histone tails; P83916; AlphaScreen HP1-beta / biotin-H3K9me3 peptide binding; Potency, µM (titrated, usually from 114 µM), for inactives: top-dose activity change, negative = inhibition, usual class: inhibitors; hit rate 0.56% among 390,000; AID 540317; also: nearly all actives have a fitted effect of over 70% in size; inactives centre near 23
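AlphaScreen: HP1-beta (50 nM) preformed 30 min with biotin-H3(1-18)K9me3 peptide (50 nM) in PBS pH 7.4, 0.01% Tween-20. Compound added for 30 min at RT, then streptavidin donor/nickel chelate acceptor beads (10 ug/mL) for 30 min.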
GLS inhibitor: blocks human kidney-isoform glutaminase activity; GLS enzymatic activity, qHTS titration; O94925; hit rate 0.21% among 410,000; AID 624170; Potency, µM (doses to about 45.5 µM), for the others: at the highest dose activity change, negative = inhibition, hits mostly inhibitors; also: % is scaled to controls: 0 for no effect and ±100 for the full control effect
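Compounds were pin-transferred onto hKGA, after which L-glutamine (1 mM solution) and a detection mix of glutamate oxidase, HRP and Amplex Red were added. Initial and 30 min RT fluorescence reads were collected.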
ERG Ets-DNA blk: ERG Ets/DNA interaction inhibition; P11308; fluorescence polarization, His-ERG Ets domain / labelled DNA; Potency, µM (top dose mostly 76.9 µM), for the others: at the top dose FP activity, negative = inhibition, usual class: inhibitors; hit rate 0.028% among 370,000; active = well fitted inhibition curve with a large enough effect in the polarisation, with a control signal flat; inconclusive = small, poorly fitted or top-dose-only effect, or effect the other way, or a change in a side signal; inactive = no such curve, though single readings can be large or run the other way; the % refers to the polarisation;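 also: polarization taken with two DNA probes labelled with fluorescein and Texas red; % of control where 0% means no effect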
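His-tagged ERG Ets domain (1 uM in the protein solution; 300mM KCl, 50mM Tris-HCl, 1mM EDTA, 1mM DTT, pH 7.5) received compound, then a probe mix of 5 nM fluorescein-DNA and 100nM Texas-615-DNA. Fluorescence polarization was read for both dyes.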
RGS4 inhibitor: human RGS4 inhibition; Potency, µM (highest dose often 114 µM), for inactives: at the highest dose activity change, negative = inhibition, hits mostly inhibitors; Transcreener GDP fluorescence polarization, RGS4-accelerated GTP hydrolysis; P49798; hit rate 0.039% among 390,000; also: % is scaled to controls: 0 for no effect and ±100 for the full control effect; nearly all actives have a fitted effect of over 75% in size; some results filed as inactive show a strong effect at the top dose
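MLSMR compounds (23 nl, pin-transferred) preincubated 10 min at room temperature with a 500nM (2x) first reagent, then RGS4 at 900nM (2x) plus Transcreener GDP mix added; fluorescence polarization (620/688 nm) read before and after 90 min at 30 °C.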
Starred values were filed as active, the others as inactive; i = inactive; ? = inconclusive; · = not tested or not shown; & = joins results of further samples; [ ] = dose if it differs, or a comment. Unless noted, calls follow the shape of the dose curve; as a rule, active = well fitted curve in the direction sought with a large enough effect; inconclusive = small, poorly fitted or top-dose-only effect, or another doubt; inactive = no such curve, though single readings can be large; an effect the other way counts as inactive or inconclusive. Potency is read from the fitted curve at half-maximal effect. Only part of the results is shown; count on the stated rates, not on these rows.

Pin1 inhibitor	PGK inhibitor	JMJD2A Tudor	12-LOX inh	TrxR1 inh	HP1b chromo inh	GLS inhibitor	ERG Ets-DNA blk	RGS4 inhibitor	mol
22%	i	-4%	-15%	17%	3%	4%	·	7%	CC(=O)CN1Cc2ccccc2/C1=N\C(=O)Nc1ccccc1
3%	-3%	-16%	34%&14%	-4%	20%	2%	0%	4%	Cc1nnc2ccc(N3CCOCC3)nn12
-1%	-5%	-28%	-1%	20%[57.1 µM]	8%	2%	·	-15%	COc1ccccc1NC(=O)CCN1CCN(Cc2ccccc2)CC1
3%	6%	-5%	1%	-6%	12%	4%	-1%	19%	CCOC(=O)N1CCN(C(=O)c2cc(COc3ccc(F)cc3F)on2)CC1
2%	0%	1%	0%	15%	25%	-1%	-3%	10%	O=C(NCCN1CCCC1)C1CCC(=O)N(CCCN2CCOCC2)C1 (configuration not stated)
1%	3%	-4%	0%	5%[57.1 µM]	23%	3%	-10%	-6%	CC1CN(C(=O)CCN2C(=O)c3ccccc3C2=O)CC(C)O1 (configuration not stated)
27%	1%	-5%	-9%	-2%	65%[activator]	3%	?	-11%	NS(=O)(=O)c1ccc(NC(=O)COC(=O)c2c3c(nc4ccccc24)/C(=C\c2ccc4c(c2)OCO4)CCC3)cc1
-5%	0%	-9%	4%	20%	-11%	-3%	-4%	-7%	Cc1ccc(OCC(=O)NC2CCS(=O)(=O)C2)c([N+](=O)[O-])n1 (configuration not stated)
4%	3%	7%	-22%	-2%	52%[activator]	10%	·	6%	O=C(CN1CCSC1=NCc1ccccc1)c1ccc(Cl)cc1
0%	5%	-10%	-2%	-3%	19%	-7%	1%	0%	OCCC1CN(Cc2cc3c(cc2Cl)OCO3)CCN1Cc1ccccc1 (configuration not stated)

Pulled one by one from the entries so far (4):
Pin1 inhibitor	PGK inhibitor	JMJD2A Tudor	12-LOX inh	TrxR1 inh	HP1b chromo inh	GLS inhibitor	ERG Ets-DNA blk	RGS4 inhibitor	mol
-5%	0%	-9%	4%	20%	-11%	-3%	-4%	-7%	Cc1ccc(OCC(=O)NC2CCS(=O)(=O)C2)c([N+](=O)[O-])n1 (configuration not stated)
3%	6%	-5%	1%	-6%	12%	4%	-1%	19%	CCOC(=O)N1CCN(C(=O)c2cc(COc3ccc(F)cc3F)on2)CC1
4%	3%	7%	-22%	-2%	52%[activator]	10%	·	6%	O=C(CN1CCSC1=NCc1ccccc1)c1ccc(Cl)cc1
-1%	-5%	-28%	-1%	20%[57.1 µM]	8%	2%	·	-15%	COc1ccccc1NC(=O)CCN1CCN(Cc2ccccc2)CC1

(list continues)
Pin1 inhibitor	PGK inhibitor	JMJD2A Tudor	12-LOX inh	TrxR1 inh	HP1b chromo inh	GLS inhibitor	ERG Ets-DNA blk	RGS4 inhibitor	mol
0%	-3%	8%	-1%	2%	67%[activator]	-3%	10%	1%	CCC(CCCO)CCC[C@H](C)CCC1OCCO1 (some centres not stated)
4%	-3%	-7%	-29%	11%[57.1 µM]	10%	?	12%	22%	COc1cc(/C=C/C(=O)OCC(=O)NCCC2=CCCCC2)ccc1O
-8%	-8%	-15%	1%	3%	6%	-5%	7%	-10%	COc1cc(OC)c(N(C)C(=O)Cn2ncc3c(=O)oc4ccccc4c32)cc1Cl
0%	3%	-13%	-16%	14%[57.1 µM]	26%	5%	-6%	8%	O=C(O)COc1ccc(Cl)cc1C1CCCCC1
2%	-6%	-9%	-5%	-3%[57.1 µM]	37%	13%	0%	-34%	O=C(NC(C(=O)c1ccccc1)N1CCCCC1)c1ccccc1 (configuration not stated)
-7%	-8%	?	3%	32%	21%	-1%	·	-14%	CCCCOC(=O)Nc1nc2ccc(OC)cc2s1
-1%	-2%	-13%	26%	-24%	19%	11%	-4%	5%	CCC(=O)N/N=C(\C)CC(=O)Nc1cc(Cl)ccc1C
5%	7%	-8%	-14%	9%[57.1 µM]	13%	4%	-16%	10%	CCc1ccc(CNC(=O)c2cnc3sc(N4CCCCC4)nn3c2=O)cc1
20%	-10%	?	·	-8%	25%	0%	-1%	-6%	COc1cc([N+](=O)[O-])cc(/C=N/NC(=O)CSc2nnc(-c3ccccc3)n2C)c1O
-14%	-9%	-2%	13%	-14%	23%	0%	·	9%	O=C(NCc1ccccc1Cl)C1CCN(S(=O)(=O)N2CCC3(CC2)OCCO3)CC1
0%	-2%	-19%	-1%	9%[57.1 µM]	14%	1%	0%	-22%	CC(C)OC(=O)CN1CCN(S(=O)(=O)c2cc(Cl)ccc2Cl)CC1
-4%	-9%	-34%	-33%	-20%	5%	23%	·	2%	CCn1c(O)c(N=NC(=O)C2C(=O)NCC2c2ccccc2)c2ccccc21 (configuration not stated)
-7%	-5%	-10%	5%	11%	23%	-3%	-14%	2%	CN(c1ccccc1)S(=O)(=O)c1ccc(Cl)c(C(=O)OCC(N)=O)c1
1%	-7%	14%	-2%	-9%	48%[activator]	-2%	-11%	-19%	CC1=C[C@H]2Cc3cc(C)cc(C)c3S(=O)(=O)[C@@H]2C=C1
1%	-3%	-18%	-3%	-10%	13%	0%	-12%	1%	CCN1CCN(C(=O)CCCCCn2c(=O)[nH]c3cc(C(=O)OC)ccc3c2=O)CC1
1%	-5%	-34%	?	3%[57.1 µM]	11%	-12%	5%	7%	CC(=O)Nc1ccc2nc(NC(=O)CS(=O)(=O)c3ccc(C)cc3)sc2c1
-8%	i	-7%	212%[activator]	20%[57.1 µM]	30%	-2%	9%	-38%	Cc1cc(C)n(-c2nc3ccccc3n3nnnc23)n1
3%	-5%	-15%	-4%	18%[57.1 µM]	20%[57 µM]	8%	-4%	6%	O=C(CSc1nc2c([nH]c3ccccc32)c(=O)n1-c1ccccc1F)Nc1cccc(Cl)c1
1%	-7%	-16%	0%	7%[57.1 µM]	5%	-2%	8%	-15%	O=C(NCc1ccccc1Cl)C(=O)NCC(c1cccs1)S(=O)(=O)c1ccccc1 (configuration not stated)
-2%	8%	110%[activator]	1%	8%[57.1 µM]	127%[activator]	10%	-3%	14%	CSc1nc(Oc2ccc(C)cc2)cc(C(F)(F)F)n1
7%	-7%	-14%	8%	12%	49%[activator]	-4%	-2%	-35%	CCOC(=O)/N=C(/NC(=O)Nc1ccc(C(=O)OCC)cc1)OC
3%	1%	-7%	0%	4.5µM*	80%	41%[activator]	6%	-14%	CC1(C)CC(=O)C=C(OC(=O)c2ccc(Cl)cc2)C1
7%&-12%	-3%	-13%&-21%	?	-6%&9%	21%&21%	8%&4%	0%&19%	3%&-3%	O=C(c1cc2c(s1)-c1ccccc1OC2)N1CCN(c2ccccc2)CC1
2%	-9%	-19%	18%	-18%	17%	-3%	-13%	-11%	O=C(N/N=C/c1c[nH]c2ccc(Br)cc12)c1ccn(Cc2ccc(Cl)cc2)n1
6%	7%	0%	-8%	-23%	5%	2%	-4%	23%	Cc1csc(SCC(=O)Nc2nncs2)n1
-5%	-6%	?	0%&1%	1%	2%	-7%	-21%	4%	CCCCCCn1c(N2CCN(c3cccc(Cl)c3)CC2)nc2c1c(=O)[nH]c(=O)n2C
?	0%	-24%	10%	-11%	37%	-4%	·	-11%	CN(C)c1ccc(C=C(c2nnnn2-c2ccccc2)c2nnnn2-c2ccccc2)cc1
-2%	1%	-2%	0%	13%	19%	3%	10%	13%	CSc1ccc(/C=C/C(=O)NC23CC4CC(CC(C4)C2)C3)cc1
6%	·	-32%	?	18%	25%	0%	0%	-7%	COc1ccc(-c2nc3ccc(NS(=O)(=O)c4ccccc4)cc3o2)cc1
?	i	-17%[57.1 µM]	1%	3%	49%[activator]	-2%	-4%	-51%	COCCCNS(=O)(=O)c1ccc(SC)cc1
2%	-3%	-13%	-15%	12%	26%	-6%	-3%	22%	CC1CCC2(CC1)NC(=O)N(CC(=O)Nc1cccnc1Cl)C2=O (configuration not stated)
-8%	-3%	-5%	-34%	37%[activator]	16%	5%	9%	25%	COc1ccc(C23CC4CC(CC(C(=O)O)(C4)C2)C3)c(F)c1
-10%	6%	-11%	3%	14%	23%	0%	2%	-10%	CCOC(=O)c1sc(NC(=O)c2nc(SC)ncc2Cl)c(C(=O)OCC)c1C
-2%	0%	-16%	?	-10%[57.1 µM]	19%	-1%	-5%	12%	COc1ccc(N(CC(=O)Nc2cccc(C)c2)S(=O)(=O)c2c(C)n[nH]c2C)cc1
10%	-1%	-4%	50%[activator]	16%	30%	-3%	7%	-1%	Cc1cc(C)c(Cn2ncn(-c3ccc(Br)cc3)c2=O)c(C)c1
-2%	4%	-11%	1%	3%	2%	8%	-8%	24%	CCOc1ccccc1NC(=O)NCc1ccco1
-18%	-3%	8%	5%	30%	36%	6%	-2%	7%	COc1cccc(-c2c(C(=O)N/N=C(\C)c3cccs3)nnn2-c2nonc2N)c1
5%	-1%	108%[activator]	11%	16%[57.1 µM]	174%[activator]	-8%	-4%	-18%	COc1ccccc1-c1ccc(SCc2cccc(F)c2)nn1
-2%	i	-19%	0%	14%	19%	2%	3%	24%	COc1ccc(C2CCCN2C(=S)Nc2ccc(C)cc2C)cc1OC (configuration not stated)
13%	·	-20%	-14%	8%	15%	3%	·	-4%	Cc1ccc(S(=O)(=O)NCC(=O)OCC(=O)NC(=O)c2cccn2C)cc1
0%	6%	-24%	-3%	-6%	37%	2%	0%	9%	NCCCC[C@@H]1NC(=O)c2cc([N+](=O)[O-])cc(F)c2NCCCC[C@@H](C(N)=O)NC(=O)CNC1=O

Bioassay records deposited in PubChem BioAssay by National Center for Advancing Translational Sciences (NCATS).
